Source: PubChem BioAssay (National Center for Advancing Translational Sciences (NCATS))
PI5P4Ka inh: qHTS for Inhibitors of phosphatidylinositol 5-phosphate 4-kinase (PI5P4K). max response, %. PI5P4Kalpha enzyme, ADP-Glo luminescence, 60 min; active compounds read low. Phosphatidylinositol 5-phosphate 4-kinase type-2 alpha (Homo sapiens), P48426. 1.2% of 330,000 active; active = max response of -50% or lower; inconclusive = between -30% and -50%; inactive = -30% or higher; note: value at the top dose of about 77 µM; % is set by controls: 0 for no effect and ±100 for the full control effect
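Luminescence from ADP-Glo served as readout of PI5P4Kalpha activity in a qHTS format. Reaction: enzyme, substrate, compound, ATP at 5 microM final, 60 min at RT.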
DRD3 antagonist: qHTS of D3 Dopamine Receptor Antagonist: qHTS | D(3) dopamine receptor (Homo sapiens), P35462 | D3R cells, DiscoveRx beta-arrestin luminescence, antagonist mode; active compounds read low | max response, negative = inhibition, % | 2.5% of 360,000 active | AID 652054, 2013; in the data active = max response below about -50%; inconclusive = no clear call, values can overlap the other calls; note: % is set by controls: 0 for no effect and ±100 for the full control effect; mostly tested at two doses, the higher about 12 µM
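Cells plated overnight at 1500 cells/well, then exposed to library compounds with dopamine controls for 90 minutes at 37 degrees C. DiscoveRx reagent added for 30–60 minutes at room temperature; luminescence read, quantitative HTS format.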
IL2 activator: qHTS of IL-2 Activators. 0.065% of 360,000 active. IL-2 activation reporter assay, cell-based qHTS; stimulated with anti-CD3/CD4/CD28 beads; in transgenic mouse T cells. activation, % (series mostly up to about 46 µM); in the data active = activation above about 50%; inconclusive = mostly about 30% to 49%; note: 0% is about no effect
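Unstimulated transgenic mouse T cells preincubated 60 min with compound, then stimulated with anti-CD3/anti-CD4-coated beads plus anti-CD28 for 18 h at 37 degrees C. IL-2 response read as EGFP and DsRed fluorescence by plate cytometry.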
PLK1 PBD block: qHTS for Inhibitors of PLK1-PDB (polo-like kinase 1 - polo-box domain): Primary Screen. Serine/threonine-protein kinase PLK1 (Homo sapiens), P53350. Plk1 PBD binding of FITC phosphopeptide, fluorescence polarization. Potency, µM, inactives show max response, negative = inhibition, most hits filed as inhibitors. 2.8% of 360,000 active; note: potency is the fitted concentration of half-maximal effect; series mostly up to about 57 µM; % is set by controls: 0 for no effect and ±100 for the full control effect; nearly all actives have a fitted effect of over 65% in size
Target sequence (P53350 whole entry, looked up, the tested form may be a part): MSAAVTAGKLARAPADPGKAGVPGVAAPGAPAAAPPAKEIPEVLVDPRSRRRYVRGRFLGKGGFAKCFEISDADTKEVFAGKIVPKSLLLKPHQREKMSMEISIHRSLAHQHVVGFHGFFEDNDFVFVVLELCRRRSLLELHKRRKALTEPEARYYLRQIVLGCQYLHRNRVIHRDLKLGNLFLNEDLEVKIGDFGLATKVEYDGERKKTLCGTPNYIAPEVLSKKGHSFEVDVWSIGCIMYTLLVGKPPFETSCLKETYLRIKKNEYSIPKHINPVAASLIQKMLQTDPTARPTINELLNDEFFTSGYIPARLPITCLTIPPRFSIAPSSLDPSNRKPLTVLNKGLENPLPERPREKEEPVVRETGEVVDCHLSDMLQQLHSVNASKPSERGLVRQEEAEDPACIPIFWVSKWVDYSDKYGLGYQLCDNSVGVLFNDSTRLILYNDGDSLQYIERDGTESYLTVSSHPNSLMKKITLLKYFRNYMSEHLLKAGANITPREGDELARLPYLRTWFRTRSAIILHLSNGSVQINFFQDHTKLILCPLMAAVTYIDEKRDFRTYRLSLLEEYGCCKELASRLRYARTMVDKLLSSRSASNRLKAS
WRN inhibitor: qHTS for Inhibitors of WRN Helicase; 0.46% of 360,000 active; WRN helicase unwinding, fluorescent forked duplex, kinetic; Potency, µM (top dose mostly 114 µM), without a hit: top-dose activity change, negative = inhibition, actives largely listed as inhibitors; Bifunctional 3'-5' exonuclease/ATP-dependent helicase WRN (Homo sapiens), Q14191; note: potency is the fitted concentration of half-maximal effect; % is set by controls: 0 for no effect and ±100 for the full control effect; nearly all actives have a fitted effect of over 55% in size
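Enzyme (20 nM final) and test compound sit together 15 min at room temperature before substrate addition. Substrate is a single-forked duplex oligonucleotide (100 nM) labelled with fluorophore and quencher, with 2 mM ATP; helicase unwinding raises red fluorescence, read kinetically.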
GLP1R inv ag: qHTS of GLP-1 Receptor Inverse Agonists (Inhibition Mode); Glucagon-like peptide 1 receptor (Homo sapiens), P43220; HEK293 GLP-1R CRE-luciferase, luminescence, 24 h; GLP-1R form is constitutively active; Potency, µM (series often up to 38.3 µM), without a hit: top-dose activity change, negative = inhibition, usual class: inhibitors; 1.6% of 410,000 active; AID 624417, 2012; note: potency is the fitted concentration of half-maximal effect; % is set by controls: 0 for no effect and ±100 for the full control effect; nearly all actives have a fitted effect of over 55% in size
Target sequence (P43220 whole entry, looked up): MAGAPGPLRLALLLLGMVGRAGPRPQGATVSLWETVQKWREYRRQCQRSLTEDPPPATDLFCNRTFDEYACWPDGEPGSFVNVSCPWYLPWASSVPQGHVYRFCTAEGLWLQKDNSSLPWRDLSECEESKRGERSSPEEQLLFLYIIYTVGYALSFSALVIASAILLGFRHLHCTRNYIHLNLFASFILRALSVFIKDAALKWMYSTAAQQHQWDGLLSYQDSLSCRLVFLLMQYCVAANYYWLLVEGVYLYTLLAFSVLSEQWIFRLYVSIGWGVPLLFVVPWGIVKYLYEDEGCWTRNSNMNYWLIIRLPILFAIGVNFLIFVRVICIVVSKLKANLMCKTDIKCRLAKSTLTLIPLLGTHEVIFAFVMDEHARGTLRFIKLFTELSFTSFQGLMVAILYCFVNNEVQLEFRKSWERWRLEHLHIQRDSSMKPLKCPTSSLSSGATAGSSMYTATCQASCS
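Luminescence readout: a drop in cAMP-driven luciferase signal flags inverse agonism at a constitutively active GLP-1R stably expressed in HEK293. Compound exposure lasted 24 hr at 37 deg C, 5% CO2.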
GLP1R cytotox: qHTS of GLP-1 Receptor Inverse Agonists: Cytotox Screen; HEK293 cAMP-luciferase reporter cells, luminescence, 24 h; Potency, µM (series often up to 38.3 µM), for the others: top-dose activity change, negative = inhibition, usual class: inhibitors; 0.13% of 410,000 active;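 note: loss of luciferase light is scored as toxicity; potency is the fitted concentration of half-maximal effect; % is set by controls: 0 for no effect and ±100 for the full control effect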
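To flag toxic compounds, the library was rerun on cells for 24 hr at 37 deg C and 5% CO2. Viability-linked luminescence was captured 12 min after adding luciferase detection reagent.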
GLP-1R agonist: qHTS of GLP-1 Receptor Agonists; Glucagon-like peptide 1 receptor (Homo sapiens), P43220; 0.007% of 380,000 active; AID 624172, 2012; Potency, µM (doses to about 45.6 µM), without a hit: top-dose activation, most hits filed as activators; HEK293 GLP-1R CRE-luciferase, luminescence, 4-6 h; cells express a hypersensitive GLP-1R form; note: potency is the fitted concentration of half-maximal effect; % of control where 0% means no effect
DRD3 agonist: qHTS of D3 Dopamine Receptor Agonist: qHTS. D(3) dopamine receptor (Homo sapiens), P35462. D3R DiscoveRx beta-arrestin cells, luminescence, 90 min. max activation, %. 0.58% of 410,000 active. AID 652048, 2013; in the data active = max activation above about 30%; note: 0% is about no effect; mostly tested at two doses, the higher about 12 µM
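Agonist-mode cell screen: cells plated at 1500/well and incubated overnight at 37 °C, then exposed to library compounds for 90 min at 37 °C. Detection reagent was added for 30–60 min at room temperature, and luminescence was read.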
* = called active by the depositor; ? = inconclusive; / = not tested or not shown; & = joins results of further samples; [ ] = remark or other dose. Unless noted, calls come from the whole dose curve; as a rule, active = well fitted curve in the direction sought with a large enough effect; inconclusive = small, poorly fitted or top-dose-only effect, or another doubt; inactive = no such curve, though single readings can be large; an effect the other way counts as inactive or inconclusive.

SMILES	PI5P4Ka inh	DRD3 antagonist	IL2 activator	PLK1 PBD block	WRN inhibitor	GLP1R inv ag	GLP1R cytotox	GLP-1R agonist	DRD3 agonist
COc1ccc2[nH]cc(CCn3ccc(=O)c(C)c3C)c2c1	0	-8	-0.9	4%	-7%[57.1 µM]	-1%	-4%	-3%	0
O=C(Cn1ncc2c3ccccc3n(Cc3ccccc3F)c2c1=O)N1CCN(c2ccccn2)CC1	-3	-10	-4.5	1%	1%	-16%	3%	-2%	-8
COc1ncnc(OC)c1S(=O)(=O)NCc1ccccc1	2	-21	-5.3	0%	4%	-4%	-2%	1%	-18
Cc1cccc(C)c1-n1c(C)cc(/C=N/NC(=O)CSc2ncccn2)c1C	4	5	-0.6	-7%	4%	?	-10%	16%	-4
CC(=O)SC1CC2=CC(=O)CCC2(C)C2CCC3(C)C(CCC34CCC(=O)O4)C12 (configuration not stated)	-4	-8	-3.6	-10%	9%	?	-4%	2%&1%	5
CN(Cc1cccc(F)c1)C(=O)c1ccc(S(=O)(=O)C(F)F)cc1	/	-18	-1.7	-7%	2%	3%	2%	-2%	-1
Clc1cccc(CNc2nnnn2-c2ccccc2)c1	10	-52*	-3.5	-9%	-22%	0%	0%	4%	-19
CCOC(=O)c1sc(NC(=O)CCc2ccccc2)nc1C	0	-13	1.4	-8%	2%	-27%	-16%	-5%	-5
CCOC(=O)CN1C(=O)C(C)(C)Oc2ccc(C(=O)Nc3ccccc3OC)cc21	-1	-95*	-4.4	-4%	3%	0%	-11%	0%	3
CC1c2cc3c(cc2CCN1S(=O)(=O)c1ccccc1)OCCCO3 (configuration not stated)	4	-3	-3.5	-2%	-3%	?	7%	1%	-5
CC(=O)c1cccc(N=C2C(=O)Nc3ccccc32)c1	-2	-12	-0.9	-21%	-5%	7%	6%	-3%	-6
COc1ccc(C(=O)C2CCN(C(=S)NCCc3ccc(OC)c(OC)c3)CC2)cc1	1	14	-0.5	-1%	8%	?	-13%	6%	6
COc1ccc(CSCCc2n[nH]c(=S)n2-c2ccccc2)cc1C	5	0	0.6	-11%	9%	5%	-8%	21%	-5
COCc1cc(C)nc2sc(C(=O)N3CCCCC3)c(N)c12	/	-11	-2.3	-10%	9%	0%	4%	2%	-6
O=c1oc2cc(OCc3c(F)c(F)c(F)c(F)c3F)ccc2cc1-c1ccccn1	-1	18	-3.8	-4%	-14%	14%	-10%	-1%	1
CN(C)c1ccc(-c2c(-c3ccc4c(c3)OCO4)noc2-c2ccsc2)cn1	8	0	-0.6	-4%	0%	-15%	12%	-6%	-7
COc1ccc(OCC(=O)Nc2ccc(NC(=O)c3cccs3)cc2)cc1	-13	-6	0.5	2%	0%	-15%	-6%	11%	-10
Cc1ccc(S(=O)(=O)N2CCC(C(=O)NC3CC(C)(C)NC(C)(C)C3)CC2)cc1	7	8	-0.2	-26%	-5%	?	-22%	1%	4
O=C(Nc1ccc(F)cc1)Nc1ccc(N2CCOCC2)c2nonc12	5	-22	3.4	-13%	3%	37%[7.66 µM]	8%[7.66 µM]	9%	-10
Cc1c(NC(=O)C(C)OC(=O)/C=C/c2ccco2)c(=O)n(-c2ccccc2)n1C (configuration not stated)	-13	8	0.9	27µM*	-1%	5%	-6%	-17%	5
CCOc1ccccc1CNC(=O)c1c([N+](=O)[O-])c(C)nn1C	0	0	-2.6	-7%	-4%	-21%	-2%	13%	4
Cc1cccnc1NC(=O)c1ccc(COc2ccccc2)o1	-6	-1	0.2	1%	-1%	3%	4%	5%	1
COc1cc2c(cc1NC(=O)c1cncc(Br)c1)oc1ccccc12	9	24	0.2	27µM*	0%	4%	41%[activator]	-3%	8
OC[C@@H]1CN(C2CCCC2)C[C@H](n2cnc3c(N4CCCC4)ncnc32)O1	-1	2	-0.7	-3%	-2%	8%	1%	20%	-3
O=C(/C=C/C(=O)NCc1cccs1)NCc1cccs1	3	-12	-3.9	-4%	3%	4%	5%	4%	-7
NNC(=S)Nc1cc(S(=O)(=O)N2CCOCC2)ccc1N1CCOCC1	-1	-19	-1.1	-17%	2%	3%	9%	6%	-4
CCOc1ccc(-c2c(C(=O)N/N=C/C3CC=CCC3)nnn2-c2nonc2N)cc1 (configuration not stated)	2	2	-1.7	-14%	-4%	-12%	-10%	5%	0
COc1cccc(OC)c1C(=O)NNS(=O)(=O)c1ccc2ccccc2c1	-8	1	-1.7	-10%	8%	-4%	2%	-4%	4
CN(C)c1nc(Cl)nc(NCCOc2ccccc2)n1	-6	-6	-1.7	-2%	-14%	0%	4%	0%	-4
CC(=O)c1ccc(NC(=O)CCNS(=O)(=O)c2cccc3nonc23)cc1	-3	-15	-1.0	-6%	1%	0%	-2%	-7%	-2
COc1cc(NC(=O)C2Cc3ccccc3CN2S(C)(=O)=O)cc(OC)c1 (configuration not stated)	-2	0	-4.3	-7%	8%	-8%	-6%	5%	-21
CCC(=O)Nc1ccc(C(=O)CSc2nc3ccccc3cc2CC)cc1	/	32	2.0	1%	-6%	?	-18%	0%	11
COc1ccc([C@H]2N[C@]3(CCCN(Cc4cccn4C)C3=O)[C@H]3C(=O)N(Cc4ccccc4)C(=O)[C@@H]23)cc1	0	11	-0.9	-5%	-1%	-3%	3%	-4%	2
Cc1nc2c(C)[n+](CC(=O)c3ccccc3)ccc2n1C	-5	1	2.3	-2%	2%	4%	-5%	-5%	2
CC1Nc2ncnc(N3CCN(c4ccccn4)CC3)c2N(Cc2ccccc2)C1=O (configuration not stated)	-9	-106*	0.3	1%	-2%	-23%	2%	0%	-45
CCCCCCCCC(=O)N/N=C/c1ccccn1	/	12	-0.2	-3%	-16%	-28%	?	?	13

Part of the list above, with two lines to a compound:
Each structure is followed by: PI5P4Ka inh, DRD3 antagonist, IL2 activator, PLK1 PBD block, WRN inhibitor, GLP1R inv ag, GLP1R cytotox, GLP-1R agonist, DRD3 agonist
NNC(=S)Nc1cc(S(=O)(=O)N2CCOCC2)ccc1N1CCOCC1
 : -1, -19, -1.1, -17%, 2%, 3%, 9%, 6%, -4
CCOc1ccc(-c2c(C(=O)N/N=C/C3CC=CCC3)nnn2-c2nonc2N)cc1 (configuration not stated)
 : 2, 2, -1.7, -14%, -4%, -12%, -10%, 5%, 0
COc1cccc(OC)c1C(=O)NNS(=O)(=O)c1ccc2ccccc2c1
 : -8, 1, -1.7, -10%, 8%, -4%, 2%, -4%, 4
CN(C)c1nc(Cl)nc(NCCOc2ccccc2)n1
 : -6, -6, -1.7, -2%, -14%, 0%, 4%, 0%, -4
CC(=O)c1ccc(NC(=O)CCNS(=O)(=O)c2cccc3nonc23)cc1
 : -3, -15, -1.0, -6%, 1%, 0%, -2%, -7%, -2
COc1cc(NC(=O)C2Cc3ccccc3CN2S(C)(=O)=O)cc(OC)c1 (configuration not stated)
 : -2, 0, -4.3, -7%, 8%, -8%, -6%, 5%, -21
CCC(=O)Nc1ccc(C(=O)CSc2nc3ccccc3cc2CC)cc1
 : /, 32, 2.0, 1%, -6%, ?, -18%, 0%, 11
COc1ccc([C@H]2N[C@]3(CCCN(Cc4cccn4C)C3=O)[C@H]3C(=O)N(Cc4ccccc4)C(=O)[C@@H]23)cc1
 : 0, 11, -0.9, -5%, -1%, -3%, 3%, -4%, 2
Cc1nc2c(C)[n+](CC(=O)c3ccccc3)ccc2n1C
 : -5, 1, 2.3, -2%, 2%, 4%, -5%, -5%, 2
CC1Nc2ncnc(N3CCN(c4ccccn4)CC3)c2N(Cc2ccccc2)C1=O (configuration not stated)
 : -9, -106*, 0.3, 1%, -2%, -23%, 2%, 0%, -45
CCCCCCCCC(=O)N/N=C/c1ccccn1
 : /, 12, -0.2, -3%, -16%, -28%, ?, ?, 13

Next records:
SMILES	PI5P4Ka inh	DRD3 antagonist	IL2 activator	PLK1 PBD block	WRN inhibitor	GLP1R inv ag	GLP1R cytotox	GLP-1R agonist	DRD3 agonist
COc1ccc(OCC(=O)Nc2ccc3c(c2)nc(CCNC(C)=O)n3C)cc1	14	10	1.3	-5%	-6%	2%	31%[activator]	12%	9
CC1=C([N+](=O)[O-])C(c2ccccc2C(F)(F)F)NC(=O)N1C (configuration not stated)	-1	-22	-6.4	5%	0%	1%	16%	-4%	-5
Cc1ccccc1NC(=O)c1nn(-c2ccc(F)c(F)c2)ccc1=O	-1	3	-0.2	-4%	-5%	19%	-17%	-3%	2
Cc1c(NC(=O)C(C)OC(=O)c2ccc([N+](=O)[O-])cc2Cl)c(=O)n(-c2ccccc2)n1C (configuration not stated)	10	1	2.1	-2%	8%	-5%	4%	-8%	5
COc1ccc2c(Cl)c(C(=O)NCCCn3ccnc3)sc2c1Cl	1	-6	-0.6	-2%	-23%	28%	-13%	12%	2
N#Cc1ccc(-c2ccc(F)cc2)nc1Oc1ccc(F)cc1	-3	1	0.5	4%	-2%	-1%	-17%	2%	1
O=C(c1ccc(NC2=NC3CS(=O)(=O)CC3S2)cc1)N1CCN(C(=O)c2ccco2)CC1 (configuration not stated)	2	10	-2.4	-13%	2%	11%	0%	14%	0
CCOc1ccc(OCC)c(NC(=O)C2CCN(c3cnccn3)CC2)c1	2	11	-0.9	-3%	2%	1%&15%	-3%&3%	16%	1&-1
O=C(c1ccc(-c2ccccc2)cc1)N1CCN(c2ccccc2F)CC1	-6	-20	1.5	-10%	-2%	?	11%	3%	-7
Cc1ccc(CN2CC(C(=O)N3CC(C)CC(C)C3)CC2=O)cc1 (configuration not stated)	2	2	0.0	0%	9%	3%	-7%	17%	7
